Screening data from PubChem.
NCOA3 inh: inhibitors of human steroid receptor coactivator 3 (SRC3) | inhibition, % at 3.6 µM | HEK293 GAL4-SRC3 luciferase reporter, luminescence | actives 0.17% (n = 360,000);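 active means inhibition above a per-campaign cutoff, the mean of all compounds plus 3 SD, cut at about 60% in these data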;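 further: 0% = DMSO-treated cells and 100% = gossypol-treated cells at 36 µM; higher means less SRC3-driven luciferase light from the GAL4 reporter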
NR2F2 inh: NR2F2 (human) inhibition, primary screen; P24468; inhibition, % at 8.6 µM; HEK293T NGFI-A luciferase reporter, luminescence; actives 0.7% (n = 370,000);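 active means inhibition above a per-plate cutoff, mean inhibition of test wells between control levels plus 3 SD, cut at about 38% in these data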;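 further: cells cotransfected with COUP-TFII expression vector driving the NGFI-A reporter; 0% = median of COUP-TF2 test wells and 100% = reporter-only cells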
Target sequence (P24468 whole entry, looked up): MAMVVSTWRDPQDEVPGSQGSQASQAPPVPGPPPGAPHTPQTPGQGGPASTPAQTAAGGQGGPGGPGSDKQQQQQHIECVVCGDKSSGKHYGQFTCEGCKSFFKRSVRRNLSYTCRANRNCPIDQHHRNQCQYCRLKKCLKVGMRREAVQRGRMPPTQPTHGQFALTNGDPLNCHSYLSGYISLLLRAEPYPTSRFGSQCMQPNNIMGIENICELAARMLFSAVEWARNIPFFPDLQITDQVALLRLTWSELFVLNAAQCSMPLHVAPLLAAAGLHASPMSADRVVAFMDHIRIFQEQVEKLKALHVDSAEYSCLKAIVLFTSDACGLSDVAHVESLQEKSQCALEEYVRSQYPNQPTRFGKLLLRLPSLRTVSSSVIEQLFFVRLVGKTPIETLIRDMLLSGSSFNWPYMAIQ
TROY signal inh: TROY signaling inhibition; Q293 LMP1-TROYcd NF-kB luciferase reporter, 4 h; inhibition, % at 10 µM; actives 0.98% (n = 360,000); AID 1347056;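 active means compounds whose plate-normalised and pattern-corrected inhibition of the luciferase reporter signal at the single screening dose is 50% or more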
SRC1 inh: human NCOA1 inhibition; actives 0.12% (n = 360,000); Q15788; HEK293 GAL4-SRC1 luciferase reporter, luminescence; inhibition, % at 3.6 µM;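 active means inhibition above the campaign mean plus 3 SD, with each screening campaign given its own cutoff, cut at about 60% in these data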;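 further: 0% = DMSO treated cells and 100% = gossypol at 36 µM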
TRAIL sens C8: caspase-8 TRAIL sensitization | NB7+C8 cells + TRAIL, ATPlite viability luminescence | inhibition (viability loss, TRAIL sensitization), % at 10 µM | actives 1% (n = 360,000);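 active means compounds causing at least 50% loss of cell viability in the single-dose screen, relative to plate controls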
LMP1 NFkB inh: reduces LMP1-driven NF-kappaB luciferase signal; LMP1-induced NF-kappaB luciferase reporter cells, luminescence; inhibition, % at 12.5 µM; actives 0.69% (n = 350,000); in the data active means inhibition above about 41%;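 further: 0% = neutral control wells and 100% = reference inhibitor control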
TWEAK-Fn14 inh: blocks TWEAK-Fn14 interaction in a reporter cell assay; TWEAK-stimulated Fn14 reporter cells, luciferase luminescence, 8 h; inhibition, % at 10 µM; actives 2% (n = 360,000); AID 1159606; in the data active means inhibition above about 50%
Shn3 3UTR inh: Schnurri-3 reporter inhibition in Clone20 osteoblasts | Clone20 osteoblast Shn3 3'UTR firefly luciferase, 24 h | actives 0.52% (n = 360,000) | inhibition, % at 12.5 µM;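 active means mean inhibition of at least 75% with every replicate also reaching 75%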;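 further: 0% = median of neutral control wells and 100% = pilot-screen positive control compound; some compounds past the cut are filed as inactive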
LRH-1 inv ag: NR5A2 inverse agonism in reporter assay | O00482 | HEK293T StAR-luciferase reporter, LRH-1 transfected, 24 h | inhibition, % at 3.6 µM | actives 0.13% (n = 360,000);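 active means inhibition above the mean inhibition of all tested compounds plus 3 SD, cut at about 73% in these data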;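 further: 0% = DMSO wells and 100% = reporter-only cells lacking LRH-1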
Target sequence (O00482 whole entry, looked up): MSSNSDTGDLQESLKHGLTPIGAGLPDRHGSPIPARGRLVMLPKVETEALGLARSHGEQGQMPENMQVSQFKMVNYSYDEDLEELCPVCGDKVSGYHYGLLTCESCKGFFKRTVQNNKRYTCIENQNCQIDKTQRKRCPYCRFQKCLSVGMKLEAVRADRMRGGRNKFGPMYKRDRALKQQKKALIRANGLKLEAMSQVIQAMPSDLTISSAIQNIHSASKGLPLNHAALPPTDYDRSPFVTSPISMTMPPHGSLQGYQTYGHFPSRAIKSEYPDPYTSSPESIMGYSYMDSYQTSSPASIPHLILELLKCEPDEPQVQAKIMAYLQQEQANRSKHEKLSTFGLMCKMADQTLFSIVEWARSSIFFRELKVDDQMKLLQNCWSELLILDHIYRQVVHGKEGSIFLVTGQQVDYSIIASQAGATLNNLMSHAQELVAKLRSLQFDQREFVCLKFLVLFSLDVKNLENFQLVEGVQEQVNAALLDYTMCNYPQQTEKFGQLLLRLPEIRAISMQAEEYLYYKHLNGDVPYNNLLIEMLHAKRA
CF NFkB inh: cystic fibrosis NF-kB activation inhibition | KKLEB NF-kB-GFP reporter, PAF-induced, GFP fluorescence overnight | inhibition, % at 5 µM | actives 0.86% (n = 360,000) | AID 588850;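 active means at least 50% inhibition at 5 µM, scaled per plate between neutral and stimulator controls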;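 further: PAF is a Pseudomonas aeruginosa culture filtrate used as stimulus; plate controls were PAF-stimulated DMSO wells for no effect and unstimulated DMSO wells for full effect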
KKLEB tox: counter-screen for CF NF-kB inhibitors: cytotoxicity; actives 0.36% (n = 360,000); activity change (cytotoxicity), % at 5 µM; AID 602141; KKLEB CF airway cells viability, ATPlite luminescence, overnight; hits give low values; cells stimulated with P. aeruginosa culture filtrate;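 active means corrected activity change at or below -50% at 5 µM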
An asterisk follows results filed as active; / = not tested or not shown; & = joins results of further samples.

SMILES | NCOA3 inh | NR2F2 inh | TROY signal inh | SRC1 inh | TRAIL sens C8 | LMP1 NFkB inh | TWEAK-Fn14 inh | Shn3 3UTR inh | LRH-1 inv ag | CF NFkB inh | KKLEB tox
CCOC(=O)C1=NN(c2ccccc2C)C2=NC(C)=C(C(=O)OC)C(c3cccc(OC)c3)N12 (stereo not drawn) | 19.8 | -4.2 | 18.7 | -5.2 | -1.4 | 0.4 | 32.7 | -2.8 | -7.5 | 40.8 | -8.6
CNC(=O)c1sc2nc(-c3ccc(OC)cc3)cn2c1C | -94.4 | -51.4 | -34.6 | -113.8 | 13.6 | 6.3 | 1.4 | -66.0 | -147.8 | 1.1 | -0.2
CCOc1ccccc1N(CC(=O)Nc1ccc(S(=O)(=O)N2CCCC2)cc1)S(C)(=O)=O | 1.9 | -5.5 | -4.4 | 6.5 | -5.2 | 2.3 | 5.4 | 19.3 | -7.5 | 16.1 | -2.1
Cc1cc2nc(-c3ccccc3Br)n(/C=C(\c3ccccc3)n3c(=O)[nH]c4ccccc43)c2cc1C | -26.3 | -5.0 | -27.8 | -8.3 | 15.3 | / | -27.6 | 10.6 | 2.6 | -48.4 | 9.0
Cc1ccc(S(=O)(=O)NCCSc2nncn2C)cc1 | -3.1 | 14.7 | -45.9 | -1.1 | -10.0 | -2.8 | -27.3 | 9.5 | 4.8 | 9.0 | 0.2
CC(OC(=O)c1ccc2c(=O)n3c(nc2c1)CCCCC3)C(=O)Nc1ccc(F)cc1Cl (stereo not drawn) | 9.7 | 20.1 | -1.7 | -2.3 | 24.1 | 4.9 | 5.9 | -5.0 | 10.5 | -3.4 | -7.8
Cc1cccc(NC(=O)CNC(=O)CN2C(=O)NC3(CCCc4ccccc43)C2=O)c1C (stereo not drawn) | 12.4 | 21.5 | 3.8 | -14.1 | 5.7 | -1.8 | 14.5 | 3.5 | 7.7 | -7.5 | 15.7
O=C(NCC(c1ccco1)N1CCc2ccccc21)c1cccc(F)c1 (stereo not drawn) | 15.0 | 11.3 | -9.4 | 1.0 | 9.6 | -5.9 | -7.0 | 9.4 | 0.4 | 9.4 | 4.0
COc1ccc(NC(=S)N2CCC(C(=O)c3ccc(F)cc3)CC2)c(OC)c1 | -0.1 | 7.0 | -23.1 | -17.6 | -4.2 | -21.9 | 8.5 | -43.5 | 9.5 | 6.6 | 3.7
O=C(NC1CCN(Cc2ccccc2)CC1)c1ccc(Oc2cc(Cl)cc(Cl)c2)o1 | 9.4 | -12.6 | 13.7 | -16.0 | -24.1 | -6.0 | 7.0 | 40.5 | 1.5 | 9.5 | -2.4
COCCn1nnnc1C(c1cccs1)N1CCN(c2cccc(C(F)(F)F)c2)CC1 (stereo not drawn) | 3.8 | 15.1 | 18.4 | 9.9 | -2.4 | -14.6 | -7.6 | -17.1 | 11.2 | -2.4 | -1.9
Cc1cc(C)cc(Nc2cnn(C34CC5CC(CC(CC(=O)O)(C5)C3)C4)c(=O)c2Cl)c1 | 6.7 | -7.1 | 0.3 | 6.3 | 3.2 | 5.8 | -7.5 | -8.8 | 16.9 | 3.9 | -0.2
S=C(NNC(=S)Nc1ccc(Cl)cc1)NNc1ccccc1 | -28.6 | 5.4 | -25.5 | -32.9 | -6.6 | 0.7 | -32.3 | -6.6 | -25.8 | -5.8 | -1.0
CCc1c(C(=O)NNC(=S)Nc2ccc(S(=O)(=O)Nc3ncccn3)cc2)csc1C | -0.7 | 4.2 | -11.8 | -1.8 | -4.7 | -4.2 | 9.7 | -8.5 | -15.3 | -25.0 | -9.3
N#Cc1ccccc1COC(=O)c1cccc(S(=O)(=O)N2CCCC2)c1 | 10.2 | -8.0 | 3.4 | 13.5 | 8.5 | -13.0 | -20.1 | 1.3 | 18.2 | -3.4 | -12.1
Cc1[nH]c(=O)[nH]c(=O)c1Sc1ccccc1[N+](=O)[O-] | -10.4 | -8.2 | -6.6 | 12.7 | -3.4 | -2.0 | -4.3 | -4.7 | 3.6 | -0.8 | 5.3
CC(C)(CNc1ccc(C(F)(F)F)cc1[N+](=O)[O-])N1CCOCC1 | 12.3 | -13.2 | 7.0 | -18.9 | 3.3 | 14.1 | -7.9 | 16.7 | 16.8 | 9.9 | -1.4
Cc1c(C(=O)NCc2cccs2)oc2ccc(Br)cc12 | -27.8 | -25.1 | -33.1 | -46.1 | 11.9 | -7.4 | -20.5 | -20.2 | -18.8 | -16.8 | 7.0
Cc1ccccc1Cn1cc(NC(=O)c2cc3nc(-c4ccco4)cc(C(F)(F)F)n3n2)cn1 | 20.8 | -9.1 | 19.8 | 8.5 | 3.8 | -1.3 | -0.3 | 11.9 | 12.5 | -3.2 | -0.2
O=C(CSc1ncccn1)Nc1cccc(S(=O)(=O)N2CCOCC2)c1 | -9.2 | 3.4 | -6.8 | -1.4 | -4.7 | 1.9 | 10.1 | -14.9 | -10.1 | 4.6 | 1.8
CCNc1nc(OC)nc(N(OC)S(=O)(=O)c2ccc(C)cc2)n1 | -4.6 | 6.2 | -4.9 | -16.4 | -12.6 | -4.4 | 1.5 | -8.5 | -5.3 | -17.4 | -4.9
CCOC(=O)c1cc(C)sc1NC(=O)C(c1ccccc1)c1ccccc1 | 10.5 | 3.6 | -15.3 | 1.4 | -5.0 | -8.9 | -0.4 | 18.1 | 0.5 | 24.0 | -20.8
O=C(CSc1nnc(-c2ccncc2)n1Cc1ccccc1)NCCc1ccccc1 | 20.6 | -6.3 | -18.6 | -0.9 | -12.8 | -0.1 | -3.3 | -6.5 | 1.1 | -2.3 | -5.1
CN=C1c2cc3cc(OC)ccc3n2CCN1Cc1ccccc1 | 3.5 | 8.9 | 1.9 | -1.6 | 12.9 | 16.1 | -33.1 | 89.7* | 17.2 | 6.0 | -16.3
CN(C(=O)NC1CCCCC1)c1ccccc1 | 7.3 | -13.5 | -5.4 | 4.4 | -3.8 | -4.3 | 2.0 | 0.1 | 4.5 | 11.8 | 13.8
CCCCNC(=S)N/N=C1\CCCCc2ccccc21 | 6.4 | 1.8 | -5.0 | 11.5 | -5.7 | -3.2 | -0.3 | 7.4 | -2.9 | -12.1 | -19.2
O=C(C(=O)N1CCCc2ccccc21)N1CCCc2ccccc21 | 20.0 | -0.1 | 7.0 | 4.0 | -2.5 | 0.0 | 4.2 | -0.3 | 14.7 | -5.3 | 14.7
COc1nc(Nc2ccc([N+](=O)[O-])cc2)nc(NC(C)C)n1 | -5.9 | 3.4 | -27.9 | -15.4 | 4.1 | 0.8 | -7.9 | -5.8 | -1.2 | -13.1 | 16.8
CCCNc1c(NC(C)=O)c(=O)oc2ccccc12 | -4.8 | -3.6 | 7.7 | 1.5 | -1.1 | -3.5 | 9.0 | 0.3 | 3.6 | 5.9 | -8.6
Cc1cccc(N2CCN(C(=O)C3CCN(S(=O)(=O)c4cnc[nH]4)CC3)CC2)c1C | -20.5 | 4.6 | 8.9 | -2.2 | 8.4 | 2.0 | -15.8 | 9.5 | -4.1 | 3.6 | 1.6

Taken from above.
Shn3 3UTR inh, O=C(CSc1ncccn1)Nc1cccc(S(=O)(=O)N2CCOCC2)c1 stands at -14.9
NCOA3 inh, Cc1cccc(N2CCN(C(=O)C3CCN(S(=O)(=O)c4cnc[nH]4)CC3)CC2)c1C stands at -20.5

New compounds follow:
SMILES | NCOA3 inh | NR2F2 inh | TROY signal inh | SRC1 inh | TRAIL sens C8 | LMP1 NFkB inh | TWEAK-Fn14 inh | Shn3 3UTR inh | LRH-1 inv ag | CF NFkB inh | KKLEB tox
Cc1ccc(C(=O)N2CCN(S(C)(=O)=O)C2)cc1 | 0.1 | 7.0 | 10.7 | 2.8 | -10.1 | -5.2 | -10.7 | 14.6 | 18.7 | 7.0 | -2.7
CC1CC(C)CN(C(=O)CNC(=O)Cn2ccc3ccccc3c2=O)C1 (stereo not drawn) | -1.3 | 1.3 | -5.8 | 3.6 | -9.0 | -0.9 | 10.4 | 4.0 | -5.3 | 0.4 | 7.4
COc1cc(C(=O)ON=C2C(C)=CC(=O)C=C2C)cc(OC)c1OC | 6.9 | -5.5 | -16.5 | -20.2 | 2.2 | 7.7 | -2.6 | 8.8 | 16.9 | 3.4 | 12.1
CC(C)(C)OC(=O)NCc1ccc(CNC(=O)c2ncn(Cc3ccccc3)c2C(=O)NCc2ccc(CNC(=O)OC(C)(C)C)cc2)cc1 | -4.4 | -8.6 | 11.6 | -8.6 | 4.8 | 4.0 | -23.2 | 18.8 | -0.6 | 1.1 | 2.8
COc1ccc2c(c1)CCc1cn3ncc(C#N)c3nc1-2 | -6.6 | 11.8 | -3.5 | -6.4 | -2.5 | -1.8 | -13.0 | -13.1 | 8.2 | -17.6 | -2.3
CSc1nc(C)cc(/C=C\c2ccccc2)c1C#N | 7.5 | -2.7 | -19.1 | -12.8 | 2.4 | -5.6 | 5.9 | 18.5 | -11.8 | -2.0 | -2.9
COC(=O)/C=C1/N/C(=N\c2nc(C)cc(C)n2)N(c2ccccc2)C1=O | 7.6 | -5.6 | 5.5 | -2.5 | -6.3 | -4.0 | 13.1 | -5.5 | -3.4 | 21.7 | -6.6
Cc1cc(-c2n[nH]c(=S)n2/N=C/C=C/c2ccccc2)n[nH]1 | 7.4 | -3.9 | -5.8 | 6.7 | -5.5 | 3.1 | -17.4 | -15.5 | -6.0 | -12.7 | 4.4
Cc1cn(-c2cc(C(=O)Nc3ccc(C)c(NC(=O)N4CCNC4=O)c3)cc(C(F)(F)F)c2)cn1 | -8.7&-1.1 | 18.2&7.3 | 7.2&-17.4 | 4.4&10.8 | -0.3&-1.8 | 13.7&22.0 | -18.8&-9.1 | 4.5&2.4 | -0.7&9.4 | 32.0&15.5 | -8.7&27.0
CCC1(C)NC(=O)N(CC(=O)Nc2cc(C)on2)C1=O (stereo not drawn) | 7.6 | 9.6 | -0.5 | 14.2 | -4.5 | -2.8 | 11.2 | -0.3 | 14.8 | 0.5 | 7.0
CCCNC(=O)NC(=O)c1cnccc1C(F)(F)F | 22.7 | -5.8 | -17.3 | -2.1 | -0.8 | -1.9 | 0.0 | -0.6 | 14.9 | 2.4 | -1.8
CC(C)OC(=O)c1c(N)sc2c1CCCC2 | 0.3 | 2.7 | -2.5 | -20.7 | 8.0 | -0.8 | 2.1 | -4.1 | -0.3 | 26.8 | -5.8
COc1cc(NC(=O)COC(=O)c2ccc([N+](=O)[O-])s2)cc(OC)c1OC | 3.1 | -9.3 | -5.9 | 4.2 | -7.5 | -2.6 | -4.1 | -13.5 | 22.3 | -23.7 | 1.5
CC(=O)N1CCCC1(C(=O)O)c1ccccc1 (stereo not drawn) | 14.8 | -22.5 | 5.7 | -10.4 | 2.3 | -0.2 | -12.5 | -20.6 | 12.3 | 3.8 | -5.0
O=C(N/N=C/c1ccc(O)c(O)c1O)/C(=C/c1ccc([N+](=O)[O-])cc1)NC(=O)c1ccccc1 | 11.5 | 11.1 | 0.2 | -10.8 | 5.0 | 13.7 | 8.8 | 78.2 | 0.3 | 4.4 | 2.1
O=C1c2ccccc2C(=O)N1CCCc1nc(-c2cccnc2)no1 | -0.8 | -8.7 | -0.2 | -5.5 | -18.6 | 4.4 | 9.8 | -15.3 | -13.0 | 12.5 | -1.7

This is a subset. The share of hits here may be higher or lower than overall.
